Compound activity as filed in PubChem BioAssay.
UPR CHOP act: apoptotic UPR (CHOP) activation; CHO-CHOP luciferase reporter, luminescence; percent of tunicamycin response over DMSO baseline; activation, % at 10 µM; hit rate 0.34% among 330,000; AID 449763;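 active = at 10 µM dose, activation of 40% or more, normalized to positive control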;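 note: 100% = tunicamycin at 10 µg/mL and 0% = DMSO alone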
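Dosing – one dose, 10 µM in 0.5% DMSO · System – CHO-CHOP cells, stable luciferase reporter of PERK-eIF2a-CHOP signalling · Input – 500 cells/well · Control set – tunicamycin 10 µg/mL final as positive, DMSO-only wells as negative · Timing – 6 h compound treatment, 37 °C · Measure – % activation vs tunicamycin · Technique – luminescence read with Steady-Glo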
NALP3 yeast inh: blocks the NALP3 inflammasome reconstituted in yeast. hit rate 0.39% among 330,000. inhibition, % at 10 µM. Yeast reconstituted NLRP3/ASC/caspase-1, beta-gal luminescence, 24 h;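 active = inhibition of 50% or more; inactive = inhibition below 50%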;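 note: plate controls were induced DMSO wells for no effect and uninduced yeast grown without galactose for full effect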
Mdm2-MdmX inh: inhibitors of human Mdm2/MdmX interaction; O15151+Q00987; SaOS-2 split-luciferase Mdm2/MdmX complementation, luminescence; inhibition, % at 8 µM; hit rate 3% among 330,000;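 active = inhibition of at least 50% at 8 µM in the primary screen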
Target sequence (O15151 whole entry, looked up): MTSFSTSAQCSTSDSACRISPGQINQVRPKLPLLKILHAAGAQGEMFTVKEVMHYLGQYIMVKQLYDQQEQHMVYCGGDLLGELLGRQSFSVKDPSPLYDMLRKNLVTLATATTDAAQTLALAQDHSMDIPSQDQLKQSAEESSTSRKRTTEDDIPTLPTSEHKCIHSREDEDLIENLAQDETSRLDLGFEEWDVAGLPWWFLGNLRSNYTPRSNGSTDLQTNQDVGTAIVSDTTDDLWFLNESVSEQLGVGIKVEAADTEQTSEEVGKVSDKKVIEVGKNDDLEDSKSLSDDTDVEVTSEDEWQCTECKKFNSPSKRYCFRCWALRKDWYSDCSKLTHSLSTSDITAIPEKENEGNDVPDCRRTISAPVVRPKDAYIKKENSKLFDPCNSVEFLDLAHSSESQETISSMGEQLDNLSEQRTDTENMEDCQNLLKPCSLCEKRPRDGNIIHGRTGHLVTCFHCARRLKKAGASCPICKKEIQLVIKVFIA
Target sequence (Q00987 whole entry, looked up): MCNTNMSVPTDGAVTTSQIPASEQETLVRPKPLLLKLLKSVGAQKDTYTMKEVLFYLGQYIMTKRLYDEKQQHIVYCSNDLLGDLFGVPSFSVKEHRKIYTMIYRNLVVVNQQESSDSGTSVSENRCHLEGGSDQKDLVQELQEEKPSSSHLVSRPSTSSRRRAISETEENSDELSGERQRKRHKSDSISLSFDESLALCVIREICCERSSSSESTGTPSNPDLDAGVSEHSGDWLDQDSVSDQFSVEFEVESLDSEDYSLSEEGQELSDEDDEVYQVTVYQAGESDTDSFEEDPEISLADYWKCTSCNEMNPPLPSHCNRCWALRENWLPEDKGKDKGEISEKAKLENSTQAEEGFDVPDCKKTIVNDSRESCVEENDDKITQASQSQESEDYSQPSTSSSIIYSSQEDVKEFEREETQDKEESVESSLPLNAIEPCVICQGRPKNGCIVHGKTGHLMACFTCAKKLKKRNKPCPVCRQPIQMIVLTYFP
tim23-1 inh: inhibits growth of tim23-1 mutant yeast; S. cerevisiae tim23-1 growth, BacTiter-Glo luminescence, 24 h; hit rate 1.3% among 330,000; AID 463212; inhibition, % at 20 µM;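 active = growth inhibition of the mutant yeast at or above 50%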;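 note: temperature-sensitive mutant grown at 25 °C; plate controls were DMSO-treated mutant yeast for no effect and medium wells lacking yeast for full effect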
tim10-1 inh: growth inhibitors of tim10-1 mutant yeast; S. cerevisiae tim10-1 ts strain growth, BacTiter-Glo, 24 h; inhibition, % at 20 µM; hit rate 2.2% among 330,000;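 active = inhibition of at least 40%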;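 note: mutant grown at 25 °C; 0% = DMSO wells with yeast and 100% = wells holding no yeast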
TIM10 inh: TIM10 yeast growth inhibition; hit rate 1.4% among 330,000; inhibition, % at 10 µM; AID 463195; S. cerevisiae TIM10 strain growth, BacTiter-Glo luminescence, 24 h;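 active = inhibition of 40% or more at the single tested concentration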;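 note: wild-type TIM10 isogenic control strain grown at permissive 25 °C; 0% = DMSO yeast wells and 100% = minimal medium wells without yeast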
NR3A LBD binder: NR3A (human) ligand-binding domain modulation. hit rate 2.5% among 340,000. AID 1259313. NR3A LBD differential scanning fluorimetry, Tm shift; 0% = protein alone, 100% = glycine-bound protein. Tm shift relative to glycine control, % at 25 µM;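 active = melting temperature shift of at least 10% of the positive control shift, at one fixed dose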
XBP1 UPR activ: adaptive UPR (XBP1) activation. hit rate 0.33% among 330,000. activation, % at 20 µM. CHO-XBP1 luciferase reporter, IRE1-XBP1 UPR activation, luminescence; percent of tunicamycin response, DMSO as zero;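 active = versus positive control, 20 µM dose yields 30% or more activation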;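 note: 100% = tunicamycin at 10 µg/mL and 0% = DMSO only wells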
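Assay system: IRE1-XBP1 luciferase reporter CHO line. Input: 1000 cells/well. Buffer or medium: F12 with 10% serum. Doses: 20 µM, 1% DMSO. Times: overnight seeding at 37 °C, 6 h compound treatment at 37 °C. Technique: Steady-Glo luciferase glow luminescence, 10 min after reagent addition.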
APJ agonist: activates the human apelin receptor APJ | P35414 | CHO-K1 APJ PathHunter beta-arrestin, luminescence; 0% DMSO wells, 100% apelin | activation, % at 20 µM | hit rate 0.11% among 330,000 | AID 2520;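 active = activation more than six SD over the plate average, tested at 20 µM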;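 note: 0% = DMSO alone and 100% = apelin-13 at 10 nM; some results filed as inactive read as strong as hits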
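Test system – PathHunter CHO-K1 APJ (AGTRL-1) beta-arrestin reporter cells · Input – 1000 cells/well · Compound – single test compound dose, 20 µM final, 1% DMSO · Times – compound stimulation 90 min at 25 °C, detection 60 min · Technique – beta-gal luminescence · Read-out basis – APJ–arrestin association signal · Control set – negative DMSO alone, positive Apelin-13 at 10 nM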
An asterisk follows results filed as active.

SMILES | UPR CHOP act | NALP3 yeast inh | Mdm2-MdmX inh | tim23-1 inh | tim10-1 inh | TIM10 inh | NR3A LBD binder | XBP1 UPR activ | APJ agonist
c1ccc(CC2CCN(Cc3ccccn3)CC2)cc1 | 2.2 | 12 | 4 | -53 | -65 | -121 | -8 | -4 | -4
C/C(=N\NC(=O)CNC(=O)c1ccc(Br)cc1)c1ccco1 | -2.6 | 6 | 15 | 2 | 5 | 10 | -2 | -2 | -3
Cc1cccc(N2CCN(c3nc(C)cc(C)c3C#N)CC2C)c1 (stereo unspecified) | -1.8 | 16 | 2 | 21 | 17 | -1 | 0 | -1 | -3
Cc1nc(CNC(=O)CC2C(=O)NCCN2Cc2cccc(Oc3ccccc3)c2)cs1 (stereo unspecified) | -1.2 | 2 | -25 | 21 | 40 | 5 | -1 | 0 | -3
CCn1cc(C(=O)N[C@@H](C)C(=O)NCCCO)c(=O)c2cc3c(cc21)OCO3 | -0.8 | -4 | -14 | 12 | -11 | 7 | 3 | 0 | -2
COC(=O)c1c(NC(=O)C(=O)N2CCCC2)sc2c1CC(C)(C)OC2 | -2.5 | 0 | 0 | 15 | 29 | 9 | 1 | -1 | 0
O=C(NCCNCc1cccs1)c1ccccc1F | -1.3 | 11 | 0 | -4 | 14 | -13 | 1 | -2 | -3
C#CCNC(=O)C1=C[C@@H](C(C)(C)C)C[C@@H](OCc2ccc(CO)cc2)O1 | -0.8 | 12 | 16 | 20 | -2 | 5 | -1 | -2 | -3
O=C(Nc1cccc(-c2nnc(-c3ccccc3)o2)c1)C1CCCCC1 | 1.6 | 12 | 21 | 4 | 17 | 9 | -2 | 4 | -1
CCOC(=O)c1ccccc1NS(=O)(=O)c1ccc(S(=O)(=O)N2CCCC2)cc1 | -0.5 | -2 | -19 | 21 | 37 | 6 | -1 | -4 | 2
COc1ccc(C(=O)NOCc2ccccc2)cc1 | -6.9 | 28 | 1 | 4 | -22 | 3 | 4 | -6 | 5
Cc1ccc(N=C2NC(=O)CS2)cc1 | 1.3 | 7 | -15 | 3 | 10 | 0 | 3 | 0 | -1
Cc1ccc(S(=O)(=O)N(C)C)cc1NC(=O)COC(=O)CCC(=O)c1ccc(F)cc1 | 0.5 | -4 | 17 | 2 | 14 | 12 | -2 | -1 | -1
COc1ccc(Nc2ccccc2N)cc1 | 0.6 | 39 | 38 | 36 | 47* | 27 | -2 | 0 | -2
Cc1cccc(C2Nc3cccc4cccc(c34)N2)c1 | 1.3 | 15 | 17 | 41 | 41* | 36 | -10 | 0 | 6
CCOC(=O)N1CCN(C(=O)c2cn(CC)c3ccc(S(=O)(=O)N4CCCCC4)cc3c2=O)CC1 | 0.8 | -3 | 15 | 1 | 4 | -4 | 0 | -2 | -3
CCCNC(=O)NC(=O)CSc1nc(C)cs1 | -0.4 | 1 | 7 | -1 | -5 | -1 | 2 | 1 | -3
Cc1nn(-c2ccccc2)c(Cl)c1/C=N\NC(=O)c1cncc(Br)c1 | 6.7 | 7 | 16 | 16 | 15 | 15 | 9 | 3 | 1
Nc1nc(C(F)(F)F)cc(=O)n1N | -0.4 | 14 | 4 | 5 | -12 | -3 | 1 | -4 | 0
CN(Cc1ccccc1)S(=O)(=O)c1ccc(OCC(=O)NCc2ccccn2)cc1 | 1.0 | 28 | 23 | 11 | -8 | 10 | -3 | -2 | 1
Cn1c(=O)c2c(nc(CN3CCN(CCO)CC3)n2Cc2ccccc2Cl)n(C)c1=O | -3.0 | 7 | -1 | -14 | -14 | -6 | 1 | -1 | -4
COC(=O)c1c(NC(=O)c2cccc([N+](=O)[O-])c2)sc(C(N)=O)c1C | -0.1 | -1 | 25 | 0 | 8 | 22 | 0 | 7 | 7
CCCc1c(OCCCOc2ccc(OCC(=O)O)cc2)ccc(C(C)=O)c1O | -0.9 | -15 | -34 | 0 | 12 | 4 | -1 | -3 | -3
COc1cc(/C=N/Nc2nc3ccccc3s2)ccc1OC(=O)c1ccccc1F | 6.2 | 22 | -206 | 29 | 35 | 23 | -11 | 8 | 6
Cc1nnc(NC(=O)CSc2nnc(CNC(=O)c3ccccc3)o2)s1 | 0.8 | 3 | -8 | -4 | 4 | 1 | 0 | -1 | 0
COc1cccc(C(=O)Cn2c(Br)nc3c2c(=O)n(C)c(=O)n3C)c1 | 10 | 2 | 11 | 9 | -2 | -4 | 1 | 4 | -1
COc1c(Cl)cc(C(=O)O)cc1Cl | 0.0 | 7 | 16 | 6 | -21 | 1 | -1 | -2 | 2
O=C1CN(C(=O)COC(=O)COc2ccccc2)c2ccccc2N1 | -0.7 | 9 | -8 | -4 | -10 | 3 | -2 | -2 | 0
O=C(Nc1ccn(Cc2ccccc2)n1)c1ccc2c(c1)OCO2 | 6.8 | 11 | -53 | 32 | 16 | 39 | 0 | 4 | -3
COc1ccccc1NC(=O)COc1ccc(C(=O)NCc2ccccc2)cc1OC | -0.4 | 33 | -10 | 16 | -25 | 12 | -4 | 4 | -1
Cc1ccc(C(=O)NNC2=NCCC2)cc1 | -1.7 | 4 | 17 | 10 | 15 | 9 | -3 | -2 | -1
Cc1ccc(C2C3C(=O)N(c4ccc(C)cc4)C(=O)C3N3CCCN23)cc1 (stereo unspecified) | 0.8 | 16 | 2 | -12 | -2 | 14 | -1 | -1 | -1
CN(c1ccc(C(=O)NCCC2=CCCCC2)cc1)S(C)(=O)=O | 0.8 | 17 | -34 | 17 | -10 | -2 | -2 | -3 | 6
Cc1nc2c3c(sc2c(=O)[nH]1)NC(=O)CC3c1ccccc1Cl (stereo unspecified) | 0.3 | -8 | 24 | -5 | -9 | -9 | -2 | 0 | -2
CCS(=O)(=O)Nc1ccc(-c2nnc(SCC(=O)c3ccc(NC(C)=O)c(OC)c3)o2)cc1 | -2.7 | 26 | 26 | -20 | 0 | 2 | -1 | -3 | 2
CCCn1c(C(C)Nc2nc(-c3cccc(Br)c3)cs2)nc2ccccc21 (stereo unspecified) | 1.8 | 13 | -1 | 29 | 30 | 36 | -7 | -3 | 5
CN1CCN(CCCNC(=S)Nc2ccc(F)c(Cl)c2)CC1 | -1.1 | -7 | -8 | -6 | 5 | -7 | 0 | 0 | 1
COc1ccccc1-c1ccc(/C=C2/C=C(CC(C)C)OC2=O)o1 | -0.5 | 16 | -13 | 31 | 42* | 22 | -28 | -4 | -2
Cc1cc(C(=O)N2CCOCC2)ccc1[N+](=O)[O-] | 2.6 | 22 | -1 | 9 | 7 | 8 | 0 | 2 | -1
COc1ccc(NC(=O)CCc2nc3ccccc3[nH]2)cc1 | 1.0 | 2 | -9 | 0 | -37 | -24 | -1 | 2 | -6

A second format for 10 compounds above.
SMILES	UPR CHOP act	NALP3 yeast inh	Mdm2-MdmX inh	tim23-1 inh	tim10-1 inh	TIM10 inh	NR3A LBD binder	XBP1 UPR activ	APJ agonist
COc1ccccc1NC(=O)COc1ccc(C(=O)NCc2ccccc2)cc1OC	-0.4	33	-10	16	-25	12	-4	4	-1
Cc1ccc(C(=O)NNC2=NCCC2)cc1	-1.7	4	17	10	15	9	-3	-2	-1
Cc1ccc(C2C3C(=O)N(c4ccc(C)cc4)C(=O)C3N3CCCN23)cc1 (stereo unspecified)	0.8	16	2	-12	-2	14	-1	-1	-1
CN(c1ccc(C(=O)NCCC2=CCCCC2)cc1)S(C)(=O)=O	0.8	17	-34	17	-10	-2	-2	-3	6
Cc1nc2c3c(sc2c(=O)[nH]1)NC(=O)CC3c1ccccc1Cl (stereo unspecified)	0.3	-8	24	-5	-9	-9	-2	0	-2
CCS(=O)(=O)Nc1ccc(-c2nnc(SCC(=O)c3ccc(NC(C)=O)c(OC)c3)o2)cc1	-2.7	26	26	-20	0	2	-1	-3	2
CCCn1c(C(C)Nc2nc(-c3cccc(Br)c3)cs2)nc2ccccc21 (stereo unspecified)	1.8	13	-1	29	30	36	-7	-3	5
CN1CCN(CCCNC(=S)Nc2ccc(F)c(Cl)c2)CC1	-1.1	-7	-8	-6	5	-7	0	0	1
COc1ccccc1-c1ccc(/C=C2/C=C(CC(C)C)OC2=O)o1	-0.5	16	-13	31	42*	22	-28	-4	-2
Cc1cc(C(=O)N2CCOCC2)ccc1[N+](=O)[O-]	2.6	22	-1	9	7	8	0	2	-1

Additional compounds:
SMILES | UPR CHOP act | NALP3 yeast inh | Mdm2-MdmX inh | tim23-1 inh | tim10-1 inh | TIM10 inh | NR3A LBD binder | XBP1 UPR activ | APJ agonist
Cn1nccc1NC(=O)Nc1cccc(Br)c1 | 0.7 | -1 | 13 | 14 | 1 | -15 | 8 | -1 | -1
COc1cc2nc(Cl)nc(N3CCCCC3)c2cc1OC | -1.7 | 16 | 27 | 30 | 10 | -3 | 0 | 4 | -3
N#Cc1ccccc1NC(=O)COC(=O)COc1ccccc1[N+](=O)[O-] | -0.7 | 25 | -33 | 22 | 8 | 4 | 1 | -4 | -1
CC(C)Oc1ccc(/C(O)=C2/C(=O)C(=O)N(CCN(C)C)C2c2ccco2)cc1 (stereo unspecified) | 4.8 | 19 | 8 | -2 | -9 | -2 | -4 | -5 | -3
CS(=O)(=O)N1CCN(c2c(Cl)cccc2[N+](=O)[O-])CC1 | -1.1 | 27 | 13 | 13 | 12 | -1 | -3 | 0 | 1
Cc1ccc(NC(=O)c2oc3ccccc3c2C)c([N+](=O)[O-])c1 | 3.5 | 11 | -45 | 4 | -8 | 0 | 4 | -2 | 3
Cc1ccc(NC(=O)CN(C)Cc2nc3c(Br)cc(Br)cc3c(=O)[nH]2)cc1 | 0.5 | -4 | -4 | -32 | 21 | 25 | 2 | 1 | 0
O=S(=O)(Nc1nc2ccccc2nc1NCc1ccco1)c1ccccc1 | -4.2 | 8 | -17 | 30 | 12 | 22 | -2 | -6 | -3
O=C(NCC1OCCc2ccccc21)c1ccc(NC(=O)c2cccc(Br)c2)cc1 (stereo unspecified) | -1.4 | 10 | 30 | 8 | 5 | -1 | 28* | 6 | 1
CN(CCc1ccccn1)C(=O)CC1C(=O)NCCN1Cc1ccccc1C(F)(F)F (stereo unspecified) | -1.0 | 3 | 0 | 24 | -2 | -16 | 2 | -2 | -1
O=C(N1CCN(c2ccccc2F)CC1)C12CC3CC(CC(C3)C1)C2 | 0.0 | 22 | 4 | 34 | 38 | 24 | 1 | 0 | -3
O=C(NC(=S)Nc1cccc([N+](=O)[O-])c1)c1ccccc1 | 8.2 | 51* | -30 | 0 | 15 | 11 | 4 | 0 | -6
